From PubChem BioAssay
STAT3 activator = IL-6 driven STAT3 reporter potentiators, primary screen, U3A cells, luciferase, luminescence, MLSCN library; activation (% of control), % at 5.6 µM; AID 871, 2007; IL-6 STAT3-luciferase reporter; 100% = signal with IL-6 EC80 alone; 190,000 tested, 0.91% active;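 active means activation above the screen-wide mean of compound activation plus 3 SD, cut at about 130% in these data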;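 further: 0% = background luminescence of wells with medium and substrate only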
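Material: STAT1-lacking human U3A cells, STAT3 luciferase reporter | Benchmarks: IL-6-only wells as 100% reference | Probe or stimulus: IL-6 (33 ng/mL) | Timing: Compound 1 h, then IL-6 6 h at 37 °C | Detection: Luminescence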
STAT3 inh = IL-6 driven STAT3 reporter inhibitors, primary screen, U3A cells, luciferase, luminescence, MLSCN library | 190,000 tested, 0.89% active | inhibition, % at 5.5 µM | IL-6 STAT3-luciferase reporter; host cell line lacks STAT1;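 active means inhibition above the mean inhibition across all screened compounds plus 3 SD, cut at about 44% in these data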;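 further: 0% = DMSO only wells and 100% = 100 µM nifuroxazide control wells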
TLR4 MyD88 comp = inhibitors of TLR4-MyD88 association in cells, primary screen, cell-based, HeLa CL3-4, BLA complementation, FRET ratio | 200,000 tested, 0.18% active | Toll-like receptor 4 (Homo sapiens) + Myeloid differentiation primary response protein … | inhibition, % at 8.4 µM | HeLa CL3-4 TLR4/MyD88 BLA complementation; in the data active means inhibition above about 25%;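 further: 0% = vehicle and 100% = reference inhibitor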
Target sequence (O00206 whole entry, looked up): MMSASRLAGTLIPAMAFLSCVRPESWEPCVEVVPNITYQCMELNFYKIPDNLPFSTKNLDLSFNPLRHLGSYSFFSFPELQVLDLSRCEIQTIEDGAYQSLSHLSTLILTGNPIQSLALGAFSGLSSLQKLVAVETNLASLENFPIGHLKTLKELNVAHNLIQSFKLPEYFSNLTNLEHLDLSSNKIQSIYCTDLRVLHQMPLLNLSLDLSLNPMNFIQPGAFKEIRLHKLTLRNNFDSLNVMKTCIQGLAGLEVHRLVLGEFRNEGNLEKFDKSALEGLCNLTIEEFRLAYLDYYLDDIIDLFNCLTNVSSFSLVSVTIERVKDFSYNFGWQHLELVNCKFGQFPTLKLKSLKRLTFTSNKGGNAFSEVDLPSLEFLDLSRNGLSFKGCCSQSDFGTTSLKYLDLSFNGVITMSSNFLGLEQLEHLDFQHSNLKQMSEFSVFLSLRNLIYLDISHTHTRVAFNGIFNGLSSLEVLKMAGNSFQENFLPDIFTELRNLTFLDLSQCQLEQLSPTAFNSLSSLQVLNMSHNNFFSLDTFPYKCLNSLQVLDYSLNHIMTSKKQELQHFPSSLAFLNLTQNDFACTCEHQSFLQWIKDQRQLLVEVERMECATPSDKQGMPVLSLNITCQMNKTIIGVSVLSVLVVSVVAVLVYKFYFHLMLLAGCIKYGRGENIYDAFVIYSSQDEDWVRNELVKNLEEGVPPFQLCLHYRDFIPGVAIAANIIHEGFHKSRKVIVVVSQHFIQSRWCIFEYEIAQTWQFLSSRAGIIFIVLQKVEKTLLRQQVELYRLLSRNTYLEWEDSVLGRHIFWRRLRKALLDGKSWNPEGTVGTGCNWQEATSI
Target sequence (Q99836 whole entry, looked up): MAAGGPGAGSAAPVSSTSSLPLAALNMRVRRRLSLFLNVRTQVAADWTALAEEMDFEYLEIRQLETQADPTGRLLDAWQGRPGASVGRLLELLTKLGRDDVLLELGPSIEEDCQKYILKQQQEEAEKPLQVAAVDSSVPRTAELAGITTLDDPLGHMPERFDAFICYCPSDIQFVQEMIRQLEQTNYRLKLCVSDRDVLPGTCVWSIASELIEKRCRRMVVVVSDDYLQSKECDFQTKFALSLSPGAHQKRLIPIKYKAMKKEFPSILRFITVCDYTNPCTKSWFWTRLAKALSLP
Hsp70 activator = Hsp70 transcriptional activators, primary screen, cell-based, HeLa, Hsp70 promoter luciferase, luminescence, 10 µM; HeLa Hsp70 promoter luciferase reporter; scaled: vehicle 0, proteasome-inhibitor control 100%; activation, % at 10 µM; 200,000 tested, 0.04% active;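 active means activation above the mean across all tested compounds plus 3 SD, cutoff set per campaign, cut at about 5.5% in these data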;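 further: 100% = MG132 at 30 µM as the positive control and 0% = DMSO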
APP 5UTR inh = inhibitors of APP translation via 5'UTR reporter, primary screen, APP 5'UTR luciferase, SH-SY5Y cells; 190,000 tested, 0.82% active; inhibition, % at 2 µM; SH-SY5Y APP 5'UTR-luciferase reporter, luminescence; AID 1285, 2008;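 active means inhibition above a set limit, derived from the sample mean plus 3 SD, cut at about 45% in these data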; further: values of inactives mirror those of a sister screen read the other way
Diaphorase act = compounds boosting diaphorase resazurin reduction – biochemical, uHTS, resorufin fluorescence, counter-screen for diaphorase-coupled primary assays, primary screen | Diaphorase/resazurin coupled assay, 16 min; hits give high values; 1 = vehicle wells, 0 = NADH-free wells | activation factor at 20 µM | AID 1229, 2008 | 190,000 tested, 0.005% active;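 active means diaphorase activity raised at least twofold by the compound at 20 µM; inactive means activation factor below 2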
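test system = bacterial diaphorase enzyme (C. kluyveri) | quantity = enzyme 0.07 U/mL final | reagent = NADH substrate 0.114 mM plus resazurin dye 0.1 mM, final | incubation = 16 min enzyme reaction, ambient temperature | buffer or medium = HEPES pH 7.4 buffer with MgCl2 and Tween 20 | signal = fluorescence of resorufin, 544 nm excitation, 590 nm emission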
Diaph inh CS = diaphorase inhibitors and chemical oxidizers, primary screen, counter-screen for diaphorase-coupled primary assays, biochemical, uHTS, resorufin fluorescence | 190,000 tested, 0.69% active | inhibition, % at 20 µM | diaphorase resazurin-to-resorufin fluorescence, NADH, 16 min; bacterial (C. kluyveri) enzyme, not human;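 active means primary screen inhibition at 20 µM above a set limit, cut at about 50% in these data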;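 further: plate controls were DMSO with full reaction for no effect and wells lacking NADH for full effect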
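Test system: diaphorase enzyme from Clostridium kluyveri; amount: diaphorase at 0.14 U/mL in enzyme working solution; detection: fluorescence of resorufin formed from resazurin, Ex 544/Em 590 nm; times: reaction incubation of 16 min at room temperature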
STAT1 inh = STAT1 signaling inhibitors, primary screen, cell-based, HTS, luciferase reporter | NIH 3T3 STAT1-luciferase reporter, IFN-gamma, luminescence | inhibition, % at 5.5 µM | 200,000 tested, 0.35% active | AID 920, 2007;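 active means inhibition above a set limit, the mean inhibition across all tested compounds plus 3 SD, cut at about 34% in these data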;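 further: 0% = IFN-gamma with DMSO and 100% = IFN-gamma with 300 µM nifuroxazide; values of inactives mirror those of a sister screen read the other way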
STAT1 activator = STAT1 signaling activators, primary screen, cell-based, HTS, luciferase reporter. NIH 3T3 STAT1-luciferase reporter, IFN-gamma, luminescence; 100% = IFN-gamma alone, no compound. activation (% of control), % at 5.5 µM. 200,000 tested, 2.6% active;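 active means activation above the screen-wide mean activation plus 3 SD, cut at about 130% in these data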;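 further: raw ratio to IFN-gamma control signal so 100% means no change and 0% no light; values of inactives mirror those of a sister screen read the other way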
G6PDH counter = L. mesenteroides G6PDH inhibitors, counter-screen for G6PDH-coupled screening assays, biochemical, Leuconostoc mesenteroides enzyme. inhibition, % at 5 µM. 200,000 tested, 0.12% active. Purified L. mesenteroides G6PDH, diaphorase/resazurin coupled fluorescence, 45 min. glucose-6-phosphate dehydrogenase [Leuconostoc mesenteroides]; in the data active means inhibition above about 50%
An asterisk follows results filed as active; nt = not tested or not shown.

SMILES	STAT3 activator	STAT3 inh	TLR4 MyD88 comp	Hsp70 activator	APP 5UTR inh	Diaphorase act	Diaph inh CS	STAT1 inh	STAT1 activator	G6PDH counter
O=C(N/N=C/c1ccc(Br)s1)c1ccncc1	93	13	-10	-0.1	-2	0.9	8	-3	104	2
COc1ccccc1CC(=O)NC1CCC(C)CC1 (centres undefined)	89	22	0	0.1	-20	1	-2	-4	102	-4
CCOC(=O)Cn1c(=NC(=O)C(C)(C)C)sc2cc([N+](=O)[O-])ccc21	96	3	-18	-0.1	10	0.9	10	-2	102	9
COC(=O)c1ccccc1NC(=O)c1cc2n(n1)C(C(F)F)CC(C(F)F)N2 (centres undefined)	92	13	-6	0.2	1	0.9	10	1	99	6
N/C(=N/O)c1nc(N2CCCC2)nc(N(c2ccccc2)c2ccccc2)n1	110	-11	0	-0.2	17	0.8	20	1	100	-2
CC(=O)c1ccc(NC2CC(O)C(O)CO2)cc1 (centres undefined)	104	-4	-3	0.2	-6	1	3	-1	101	13
Cc1ccc(-c2noc(CSc3nnc(-c4ccccc4)n3C)n2)cc1	95	8	-1	-0.2	-5	0.8	18	8	93	6
COC(=O)c1sc(NC(=O)COc2ccccc2OC)nc1C	87	19	0	0.0	-45	0.9	10	-9	108	-25
COc1ccc(NC(=S)Nc2cccnc2)c(OC)c1	105	2	-2	-0.2	15	0.9	14	-11	108	4
O=C(O)/C=C/c1ccc(S(=O)(=O)N(CCO)CCO)cc1	98	5	4	-0.2	-1	0.8	17	-8	106	13
CCN(CC)C(=O)CSc1nnc(COc2cccc(C)c2)n1C	102	4	5	0.0	-18	0.8	16	3	96	-1
CC(C)(/C=N/O)/[N+]([O-])=C/c1ccco1	102	-2	-2	-0.1	-8	0.8	15	4	96	7
CCOC(=O)C1=C(C)N=C2SC(C(=O)OC)=CC(=O)N2C1c1ccc(F)cc1 (centres undefined)	103	4	6	-0.1	-13	0.8	24	-12	111	3
CCCC(=O)Nc1ccc(NC(=O)c2ccco2)cn1	95	11	5	0.1	-8	0.9	6	-14	113	-2
CCOc1ccccc1NC(=O)c1ccoc1C	91	12	2	-0.2	-19	0.9	14	2	98	-4
CCn1nc(C(=O)Nc2cccc3ccccc23)c(Cl)c1Cl	111	-5	-11	-0.5	4	1	2	1	99	7
CCCCN(CC)S(=O)(=O)c1ccccc1	103	0	-2	-0.3	21	1.1	-5	4	96	2
Cc1ccc(Nc2nc(-c3c(C)nc4ncccn34)cs2)cc1	92	19	-2	0.5	95*	0.9	11	8	92	10
CCn1c2ccccc2c2cc(NC(=O)C/C(C)=N/NC(=O)c3ccccc3N)ccc21	98	8	-6	-0.1	-90	0.8	16	-21	119	6
O=C(NCc1ccco1)C(=O)NCc1ccccc1Cl	97	2	6	0.1	1	1.1	-7	-4	104	1
CCOC(=O)CSc1nc2c(sc(=S)n2Cc2ccco2)c(=O)n1-c1ccccc1	103	-1	2	0.1	-14	0.8	24	3	97	8
CCOC(=O)c1[nH]c2ccccc2c1NC(=S)Nc1cccc(C)c1C	164*	-74	0	-0.1	-51	1	5	14	87	12
O=C(/C=C/Nc1cccc(C(F)(F)F)c1)c1ccco1	118	-14	6	-0.1	-76	nt	nt	-35	133*	11
CNCc1ccccc1Sc1ccc(OC)c(OC)c1	99	8	-5	-0.2	-17	0.9	6	-1	101	8
CC(=O)OC(COc1ccccc1)Cn1cnc2cc(C)c(C)cc21 (centres undefined)	95	14	-6	-0.3	-16	0.9	11	3	95	3
CC(Nc1[nH]c(=O)n(C)c(=O)c1N=O)c1ccccc1 (centres undefined)	102	-2	3	0.0	-17	1	0	2	97	4
Cc1cc(N2CCN(c3nc(N4CCOCC4)nc4ccccc34)CC2)c2ccccc2n1	96	6	5	0.0	-11	nt	nt	11	90	nt
COc1ccc(Cc2nnc(Nc3ccc(C)cc3C)[nH]c2=O)cc1	97	7	3	0.0	2	0.9	11	6	94	5
Cc1cc(NC(=O)C2CCCCC2)nc2c1c(=O)oc1ccccc12	97	8	9	-0.1	-16	1	3	-4	103	-5
CC(C)CCn1c(CN(C)Cc2ccccc2)nc2c1c(=O)n(C)c(=O)n2C	96	9	-3	0.1	-1	1	0	1	100	0
Cc1nc(Nc2ccc3c(c2)OCO3)c2oc3ccccc3c2n1	97	4	-7	0.3	3	1	-4	-12	111	4
Cc1cc(=O)oc(C)c1C(=O)OCC(=O)c1ccc(Cl)c(Cl)c1	93	14	7	0.4	18	0.9	13	-6	106	-5
CN1CCC(=NNC(=O)c2ccco2)CC1	108	-5	-1	0.3	-36	0.9	10	-14	113	2
CCOP(=O)(OCC)C(C)(C)NC(=O)c1cc([N+](=O)[O-])cc([N+](=O)[O-])c1	96	5	4	-0.3	4	0.8	19	3	97	5
COc1ccc2c(c1)C(c1cccs1)=NNC(c1cccnc1)=N2	109	-8	-2	-0.1	12	nt	nt	-3	101	13
COCc1c(C(=O)NC2CCCCCC2)oc2ccccc12	89	17	3	0.3	5	0.9	5	-12	111	12
Cc1cc(C)cc(C(=O)N2CCN=C2c2ccccc2)c1	94	10	-10	-0.4	3	1.1	-11	8	93	8
Cc1nnc(NC(=O)c2cccc(Br)c2)s1	97	9	4	-0.3	-10	0.9	11	-11	110	8
COc1ccc(Cc2nc3c4c(ncn3n2)Oc2ccc3ccccc3c2C4c2ccc(OC)c(OC)c2)cc1 (centres undefined)	102	-8	-10	-0.5	-12	0.8	17	0	100	-15
COC(=O)Cn1c(C)nc2ccccc21	101	5	-4	0.3	4	0.9	12	-3	103	1
COc1nc(Cc2ccc(Cl)cc2)nc2ccccc12	99	11	-11	-0.1	-12	1	4	8	91	6
COc1ccc(OC)c(NC(=O)CCN2CCCC(C)C2)c1 (centres undefined)	100	2	-11	-0.1	3	0.8	16	-3	102	-1
Nc1ccccc1Oc1c(F)c(F)c(Oc2ccccc2N)c(F)c1F	93	10	-10	-0.2	-16	0.8	24	4	94	14
O=C(CCN1C(=O)c2ccncc2C1=O)NCc1ccc(Cl)cc1	99	4	-6	0.1	-1	0.8	17	-2	102	4
COc1ccccc1N(C(=O)CNS(=O)(=O)c1ccccc1)C(C(=O)NCc1ccco1)C(C)C (centres undefined)	100	10	-4	-0.1	-2	1	3	2	99	4

An excerpt from above in order of count of non-hydrogen atoms, falling:
SMILES	STAT3 activator	STAT3 inh	TLR4 MyD88 comp	Hsp70 activator	APP 5UTR inh	Diaphorase act	Diaph inh CS	STAT1 inh	STAT1 activator	G6PDH counter
Cc1nc(Nc2ccc3c(c2)OCO3)c2oc3ccccc3c2n1	97	4	-7	0.3	3	1	-4	-12	111	4
COc1ccc(OC)c(NC(=O)CCN2CCCC(C)C2)c1 (centres undefined)	100	2	-11	-0.1	3	0.8	16	-3	102	-1
Cc1cc(C)cc(C(=O)N2CCN=C2c2ccccc2)c1	94	10	-10	-0.4	3	1.1	-11	8	93	8

Next section
SMILES	STAT3 activator	STAT3 inh	TLR4 MyD88 comp	Hsp70 activator	APP 5UTR inh	Diaphorase act	Diaph inh CS	STAT1 inh	STAT1 activator	G6PDH counter
Cc1c(C(=O)OC(C)CCN(C)C)oc2ccccc12 (centres undefined)	102	3	4	-0.1	18	1	4	-2	102	-2
COc1cc2ncc(S(=O)(=O)c3ccccc3)c(N3CCC4(CC3)OCCO4)c2cc1OC	88	16	-12	-0.1	-19	0.9	7	-1	100	8
COc1cccc2c1CCC(NC(C)=O)C2=O (centres undefined)	104	-6	8	0.1	-44	0.8	20	3	97	12
CC1=C(C(=O)OC(C)C)C2(O)C(=O)c3ccccc3C2(O)N1 (centres undefined)	93	11	-11	-0.2	-13	0.7	35	8	93	5
O=C(NCCCNCCCNC(=O)c1ccccn1)c1ccccn1	102	0	-9	-0.5	-3	0.9	7	-1	101	0
CCC(=O)Nc1c(C(=O)N2CCN(c3ccccn3)CC2)cnn1-c1ccc(Cl)cc1	101	-2	0	0.0	-1	0.9	9	5	96	5
Cc1ccc(C)n1-c1ccsc1C(=O)CC#N	101	1	-1	-0.2	-19	0.9	14	-3	101	2
CCCC1(C(=O)OCC)NC(c2ccc(N(C)C)cc2)C2C(=O)N(c3ccccc3)C(=O)C21 (centres undefined)	97	6	-8	-0.2	-8	1	4	0	100	16
OC(Cn1cncn1)c1ccc(Cl)cc1Cl (centres undefined)	102	7	-1	-0.5	2	0.9	6	0	100	7
O=C(Nc1ccccc1)c1cccnc1N1CCOCC1	100	6	6	-0.1	-11	0.9	12	2	99	-14
O=C(CCC(=O)OCC(=O)c1ccc(Br)cc1)NC1CCCCC1	98	4	-5	-0.3	-1	0.9	10	5	91	8
C/C(=N\N1CCN(Cc2ccc(C)cc2)CC1)c1ccco1	98	6	-4	-0.2	-8	1	3	0	100	4
Cc1ccc(-c2nnn(CC(=O)N(CCN3CCOCC3)C(C(=O)NC(C)(C)C)c3ccco3)n2)cc1 (centres undefined)	106	-1	8	0.4	-4	1	3	4	96	9
CCNc1nc(N)nc(Oc2ccc(C(=O)OC)cc2)n1	119	-19	-22	0.0	-66	0.9	9	-23	121	-4
Cc1cc(C(=O)COC(=O)c2ccc(Br)o2)c(C)n1C	100	6	-4	0.2	-70	0.8	17	-37	135*	-6
O=S(=O)(c1cccs1)N1CCN(CC(O)COC2CCCc3ccccc32)CC1 (centres undefined)	109	0	1	-0.3	1	0.9	8	8	93	11
COCCn1c(SCCN2CCCCC2)nc2ccccc2c1=O	101	3	18	-0.4	1	0.8	16	2	98	-4
COc1ccccc1/C=C/CN1CCCC(CCC(=O)NCc2ccc(F)c(F)c2)C1 (centres undefined)	111	-10	-4	0.0	13	0.9	13	3	96	8
CC1CC(CC(=O)NC(=S)Nc2ccccc2Cl)C(=O)O1 (centres undefined)	92	19	-5	-0.3	-8	0.7	25	-5	102	7
Cc1cc(=O)oc2ccc(OCC(=O)N3CCc4ccccc43)cc12	100	2	-8	-0.1	-2	0.9	11	0	100	7
